LANA DNA inh – inhibitors of KSHV C-LANA binding to DNA, primary screen, biochemical, fluorescence polarization, FAM-LBS DNA, MBP-C-LANA, single point. inhibition, % at 9 µM. 0.078% of 340,000 active;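 active = highest replicate inhibition at or above 60% at 9 µM, even if other replicates fall short; inactive = all replicates below 60% inhibition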;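 note: 0% = neutral control wells and 100% = 4 µM acridine orange control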
PvdQ acylase – P. aeruginosa PvdQ acylase inhibitors, primary screen, biochemical, fluorescence, plate reader and imaging, single point; 0.063% of 340,000 active; purified PvdQ acylase; inhibition, % at 10 µM; PvdQ acylase [Pseudomonas aeruginosa LESB58]; AID 488965, 2010; in the data active = inhibition above about 30%, passing the limit was not always enough;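 note: 0% = vehicle neutral wells and 100% = reference inhibitor wells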
Keap1-Nrf2 PPI – Keap1-Nrf2 protein-protein interaction inhibitors, primary screen, biochemical, fluorescence polarization, single point. Keap1 Kelch-Nrf2 peptide fluorescence polarization, 1536-well. 0.15% of 340,000 active. inhibition, % at 9.4 µM; in the data active = inhibition above about 12%;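 note: human Keap1 Kelch domain with fluorescein labeled Nrf2 9mer peptide probe; 0% = neutral control wells and 100% = peptide positive control; higher means more block of Keap1 binding to Nrf2 peptide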
Target sequence (Q14145 whole entry, looked up, the tested form may be a part): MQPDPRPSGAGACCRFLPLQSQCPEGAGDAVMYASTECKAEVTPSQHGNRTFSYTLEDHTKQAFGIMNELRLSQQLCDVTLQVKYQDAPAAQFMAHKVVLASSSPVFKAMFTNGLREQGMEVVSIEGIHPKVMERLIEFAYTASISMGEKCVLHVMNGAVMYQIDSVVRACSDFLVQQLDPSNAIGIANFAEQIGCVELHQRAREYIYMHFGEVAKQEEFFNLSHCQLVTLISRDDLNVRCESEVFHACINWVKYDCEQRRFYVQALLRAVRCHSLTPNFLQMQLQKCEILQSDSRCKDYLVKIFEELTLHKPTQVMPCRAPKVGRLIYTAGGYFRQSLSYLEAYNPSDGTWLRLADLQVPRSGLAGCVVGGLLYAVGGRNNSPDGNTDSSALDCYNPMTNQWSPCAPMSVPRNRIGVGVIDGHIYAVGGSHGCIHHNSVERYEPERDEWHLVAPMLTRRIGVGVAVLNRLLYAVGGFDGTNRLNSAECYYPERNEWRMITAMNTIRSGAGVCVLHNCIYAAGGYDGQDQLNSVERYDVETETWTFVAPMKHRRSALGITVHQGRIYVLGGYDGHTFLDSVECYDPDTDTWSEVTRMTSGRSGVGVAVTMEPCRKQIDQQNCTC
DAGLB inhibitor – DAGLB lipase inhibitors, primary screen, biochemical, fluorescence, HTS; AID 504411, 2011; 0.059% of 340,000 active; HEK293T DAGLB membrane lysate, EnzChek fluorogenic substrate; Diacylglycerol lipase-beta (Homo sapiens), Q8NCG7; inhibition, % at 5.17 µM; in the data active = inhibition above about 34%;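 note: 0% = enzyme with vehicle and 100% = wells lacking enzyme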
SR-BI DiI inh – inhibitors of SR-BI mediated HDL lipid uptake, primary screen, ldlA[mSR-BI] cells, fluorescence, single point | 0.96% of 320,000 active | inhibition, % at 12.5 µM | ldlA[mSR-BI] CHO cells, DiI-HDL uptake fluorescence, 3 h | AID 488896, 2010;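 active = mean replicate inhibition of at least 70% and a set share of replicates each scoring 70 or more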;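 note: 0% = median of neutral control wells and 100% = median of positive control wells; values of inactives mirror those of a sister screen read the other way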
SR-BI uptake up – activators of SR-BI mediated DiI-HDL uptake, primary screen, ldlA[mSR-BI] CHO cells, DiI fluorescence | 3 h; 100 = double the neutral-control signal | activation, % at 12.5 µM | 0.096% of 320,000 active | AID 504775, 2011;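 active = mean replicate activation of at least 60% and every replicate at or above 60%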;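 note: 0% = median plate neutral-control signal and 100% = twice that signal; values of inactives mirror those of a sister screen read the other way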
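Material – SR-BI-overexpressing, LDLR-lacking CHO cells · Medium – BSA-supplemented, HEPES-buffered Ham's F12, pH 7.4 · Doses – single concentration · Times – compound with DiI-HDL co-incubation, 3 h at 37 °C · Measured by – bottom-read fluorescence, 550/595 nm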
Arrestin-AP2 inh – inhibitors of beta-arrestin/AP2 binding, primary screen, biochemical, GPCR trafficking, flow cytometry | beta-arrestin 1 C-terminal peptide binding to AP2 beta2-adaptin appendage (human) | FITC-arrestin peptide / GST-AP2 beads; AP2 beta2 appendage carries R879A mutation | inhibition, % at 10 µM | 0.31% of 340,000 active | AID 504490, 2011;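 active = inhibition above a set limit, near 3 SD of compounds lacking own fluorescence, cut at about 54% in these data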;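 note: plate controls were DMSO wells for no effect and 5 µM unlabelled arrestin peptide for full effect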
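Material – GST-tagged AP2 beta2-adaptin appendage (R879A) on 4 µm glutathione beads · Probe or stimulus – fluorescein-tagged arrestin peptide at 50 nM final · Timing – 12 min plus 1 h, RT · Detection – bead flow cytometry, FITC channel · Read-out basis – inhibition as reduced fluorescein signal on beads, percent · Medium – PBS plus Tween 20 (0.05%) and BSA (0.1%)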
NSD2 HMT inh – NSD2 histone methyltransferase inhibitors, primary screen, biochemical, AlphaScreen, single concentration, set 2; inhibition, % at 12.5 µM; Histone-lysine N-methyltransferase NSD2 (Homo sapiens), O96028; NSD2 peptide methylation, 120 min; 0.54% of 310,000 active; in the data active = inhibition above about 50%
PKA-R2B activ – activators of PKA-R2B holoenzyme, primary screen, biochemical, fluorescence polarization, Cy5-IP20, human; cAMP-dependent protein kinase catalytic subunit beta (Homo sapiens) + cAMP-dependent …; PKA-R2B holoenzyme dissociation; R2B truncated from residue 108, S112A mutant; 0% DMSO only, 100% 113 µM cGMP; activation, % at 11.4 µM; AID 504700, 2011; 0.079% of 340,000 active;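 active = activation above a cutoff set at the mean over all compounds plus 3 SD, cut at about 18% in these data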;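 note: higher means more holoenzyme dissociation and a rise in polarization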
Target sequence (P31323 whole entry, looked up, other chains not shown, the tested form may be a part): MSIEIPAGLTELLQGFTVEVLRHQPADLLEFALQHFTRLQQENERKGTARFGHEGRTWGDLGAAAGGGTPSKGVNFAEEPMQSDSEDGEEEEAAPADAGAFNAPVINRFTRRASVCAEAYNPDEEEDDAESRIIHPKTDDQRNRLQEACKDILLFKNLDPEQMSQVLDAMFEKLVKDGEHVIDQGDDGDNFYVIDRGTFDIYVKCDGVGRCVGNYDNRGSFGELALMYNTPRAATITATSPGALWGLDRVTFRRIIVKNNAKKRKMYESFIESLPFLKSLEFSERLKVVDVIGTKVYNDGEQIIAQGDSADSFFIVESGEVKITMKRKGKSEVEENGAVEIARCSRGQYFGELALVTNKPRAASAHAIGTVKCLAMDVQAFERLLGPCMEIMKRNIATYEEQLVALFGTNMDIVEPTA
RTF Ca sens inh – cardiac RTF calcium sensitivity inhibitors, primary screen, biochemical, IANBD-TnC fluorescence, EC70 calcium; Troponin I, cardiac muscle (Homo sapiens) + Troponin T, cardiac muscle (Homo sapiens) + …; IANBD-labeled cardiac RTF, Ca2+ fluorescence; inhibition, % at 7.15 µM; 0.12% of 340,000 active; AID 493244, 2011;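 active = inhibition above the mean inhibition of all tested compounds plus 3 SD, cut at about 17% in these data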;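 note: assay run at fixed EC70 calcium of 1.6 mM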
Active calls of the source: *; x = no result given.

SMILES | LANA DNA inh | PvdQ acylase | Keap1-Nrf2 PPI | DAGLB inhibitor | SR-BI DiI inh | SR-BI uptake up | Arrestin-AP2 inh | NSD2 HMT inh | PKA-R2B activ | RTF Ca sens inh
Cc1ccc(Oc2c(CO)c(-c3ccccc3)nn2C)cc1 | -3.8 | -3 | 7 | -3 | -10 | 10 | 18 | -1 | 1 | -2
O=C(OCc1cccc([N+](=O)[O-])c1)c1cccnc1 | 0.3 | -1 | 0 | 0 | -22 | 22 | -6 | -3 | -1 | -5
COc1ccccc1-c1cccc([C@@H]2C[C@H]3[C@@H](CN2)CON3C)c1 | -0.5 | -9 | -2 | -3 | 0 | 0 | 11 | x | -10 | 1
Cc1ccccc1OCC1Cn2c(nc3c2c(=O)n(C)c(=O)n3C)O1 (centres undefined) | 1.8 | -6 | 1 | 1 | -17 | 17 | -9 | 0 | 6 | -6
Cc1cccc(CNS(=O)(=O)c2ccc(-c3cnc(C4CC4)o3)cc2)c1 | -0.2 | -11 | -3 | -13 | -18 | 18 | 9 | -2 | -9 | -11
O=C(c1ccccc1)N1CCN(c2ccccc2F)CC1 | -0.8 | -12 | -1 | 0 | -23 | 23 | -6 | -5 | -13 | -26
O=C1c2cccc3cccc(c23)C(=O)N1c1nccs1 | -0.2 | -8 | -1 | 0 | -24 | 24 | 3 | -3 | 6 | -5
CN1CCC(=O)N([C@H](CN=[N+]=[N-])c2ccccc2)CC1 | 2.7 | -3 | 5 | 0 | -24 | 24 | 11 | x | -4 | -11
COc1ccc2oc(=O)c(-c3nnc(NCc4ccco4)s3)cc2c1 | 3.3 | 3 | -6 | -1 | 53 | -53 | 5 | x | -2 | 3
Cc1cc2ccccc2n1CCNC(=O)COc1ccc2ccccc2c1 | 3.4 | -13 | -1 | -10 | 15 | -15 | 1 | x | -16 | -8
COc1ccc(/C=C/C(=O)OCC(=O)NCC2CCCO2)cc1 (centres undefined) | -0.9 | 11 | -1 | -2 | -8 | 8 | 1 | 54* | -6 | -8
COc1ccc([C@H]2CC(=O)C=C(c3ccccc3Oc3ccccc3)C2)cc1 | -1.7 | -11 | -3 | -6 | 28 | -28 | 2 | x | -8 | -5
Fc1ccc(/C=C2\CCCC3=C2Nc2ncnn2C3c2ccc(F)cc2)cc1 (centres undefined) | -0.7 | 6 | -2 | 10 | 23 | -23 | 14 | 1 | 1 | -4
O=C(CN(C1CCCCC1)S(=O)(=O)c1ccc(Cl)cc1)NCc1ccncc1 | 0.0 | -2 | -1 | 2 | 15 | -15 | 1 | -1 | -12 | -1
COc1ccc(C(=O)OCC(=O)Nc2ccc(F)c(F)c2F)cc1OC | -2.2 | -7 | 3 | -4 | -3 | 3 | 2 | 2 | -3 | -7
CN(c1ccc(C(=O)NCCSCc2ccccc2)cc1)S(=O)(=O)c1ccccc1 | 2.9 | -1 | -1 | -5 | 9 | -9 | 4 | -4 | 1 | 1
Nc1[nH]nc2nc3ccccc3cc12 | 0.0 | -1 | 2 | 2 | -12 | 12 | 5 | 1 | -11 | 2
O=S(=O)(O)c1ccc(N=NNc2ccc(Br)cc2)cc1 | 0.8 | -2 | 1 | 2 | 24 | -24 | 6 | 9 | -4 | 0
CC(C)[C@H](NC(=O)c1ccccc1)C(=O)OCC(=O)NCCc1ccc(F)cc1 | 0.5 | -9 | 1 | -1 | 8 | -8 | -7 | -3 | -5 | -7
CCOCCn1c(CN(Cc2ccccc2)Cc2ccccc2)nc2c1c(=O)n(C)c(=O)n2C | -1.8 | -4 | 3 | -5 | -8 | 8 | -4 | x | -2 | -2
N#C/C(=C/c1ccc(N2CCOCC2)c([N+](=O)[O-])c1)C(N)=O | 2.3 | -9 | -9 | 3 | -3 | 3 | 4 | x | 9 | 1
CCc1sc(C(=O)NNC(=O)CNC(=O)c2ccccc2F)cc1C | -1.2 | 19 | -1 | -7 | 0 | 0 | 4 | -2 | -8 | 2
Cc1cccc(OCCCC(=O)NNC(=O)CCN2CCN(c3ccccc3)CC2)c1 | -1.3 | -1 | -2 | -2 | -2 | 2 | 25 | 1 | 2 | -4
COc1ccc(CCNc2nncc(=O)[nH]2)cc1OC | -0.5 | 10 | 1 | -3 | -13 | 13 | 8 | -1 | 0 | -2
CC(C)CSc1nnc(N)s1 | -0.8 | -5 | 0 | 1 | 31 | -31 | 23 | -1 | -3 | 2
N#CCOc1coc(CN2CCN(c3cccc(Cl)c3)CC2)cc1=O | 0.4 | -10 | -3 | 0 | -9 | 9 | -12 | 1 | -7 | -6
O=C(CN1CCN(c2ccc(F)cc2)CC1)Nc1ccccc1 | 2.1 | -12 | -4 | 1 | 0 | 0 | -5 | 2 | 5 | -8
COc1cccc(/C=C/C(=O)c2ccc3c(c2)OCO3)c1OC | -1.1 | -8 | -7 | -7 | -41 | 41 | 7 | 1 | -5 | -7
CCC(=O)NCCCCCCCCCNC(=O)CC | 1.0 | -1 | 2 | 1 | -9 | 9 | 7 | -2 | 5 | -7
CC(C)(C)c1ccc(C(=O)NC(CC(=O)O)c2ccc(OC3CCCC3)cc2)cc1 (centres undefined) | -1.4 | -15 | 3 | 0 | -4 | 4 | -9 | 0 | -10 | -6
Cc1nc2ccccn2c1C(=O)c1ccccc1 | -0.9 | -6 | -1 | 2 | 36 | -36 | 7 | 2 | -12 | -2
COc1ccc(-c2cc3ccccc3n2CC(O)CN2CCN(CCO)CC2)cc1 (centres undefined) | -0.3 | -22 | 1 | 2 | 0 | 0 | -6 | x | -5 | -7
CSc1nc2ccc3nc(NC(=O)C4COc5ccccc5O4)sc3c2s1 (centres undefined) | 0.5 | -6 | -5 | -19 | 28 | -28 | -1 | x | -12 | -9
COc1cccc(C2CC(c3cccs3)=NN2C(=S)Nc2ccccc2)c1OC (centres undefined) | -1.9 | -1 | -1 | -8 | 23 | -23 | x | -2 | -2 | 3
CSc1cccc(NC(=S)N(CCN(C)C)C(C)c2ccccn2)c1 (centres undefined) | 5.9 | 4 | 4 | -2 | -7 | 7 | 45 | 4 | -1 | 6
CCc1c(O)nc(SCC(=O)NC(C)(C)C)n(-c2ccccc2)c1=O | 1.3 | 13 | -1 | 2 | -4 | 4 | 4 | 4 | -15 | -7
CC1C=CCC2C(=O)N(c3ccc(Cl)cc3O)C(=O)C12 (centres undefined) | 1.2 | -12 | -1 | -1 | -17 | 17 | 3 | 1 | -5 | 6
O=C(CCn1c(=O)oc2ccccc21)NCCCN1CCOCC1 | 1.0 | -8 | -3 | -1 | -59 | 59 | 5 | -2 | -8 | -19
NCCCC[C@@H](C(=O)NCCCCCCCCCCC(=O)N1CCNCC1)n1cc(CCCC(=O)O)nn1 | -0.4 | -12 | -3 | -3 | -15 | 15 | -5 | x | 3 | -16
Cc1ccc(N2CC(C(=O)OCC(=O)Nc3ccc(Cl)cc3)CC2=O)cc1 (centres undefined) | 0.8 | -14 | -4 | -1 | -17 | 17 | -6 | x | -12 | -3

Three compounds already listed, ordered by formula weight, lowest first:
SMILES | LANA DNA inh | PvdQ acylase | Keap1-Nrf2 PPI | DAGLB inhibitor | SR-BI DiI inh | SR-BI uptake up | Arrestin-AP2 inh | NSD2 HMT inh | PKA-R2B activ | RTF Ca sens inh
COc1cccc(/C=C/C(=O)c2ccc3c(c2)OCO3)c1OC | -1.1 | -8 | -7 | -7 | -41 | 41 | 7 | 1 | -5 | -7
O=C(CCn1c(=O)oc2ccccc21)NCCCN1CCOCC1 | 1.0 | -8 | -3 | -1 | -59 | 59 | 5 | -2 | -8 | -19
Cc1cccc(OCCCC(=O)NNC(=O)CCN2CCN(c3ccccc3)CC2)c1 | -1.3 | -1 | -2 | -2 | -2 | 2 | 25 | 1 | 2 | -4

The listing continues:
SMILES | LANA DNA inh | PvdQ acylase | Keap1-Nrf2 PPI | DAGLB inhibitor | SR-BI DiI inh | SR-BI uptake up | Arrestin-AP2 inh | NSD2 HMT inh | PKA-R2B activ | RTF Ca sens inh
COc1ccc(N(C)C(=O)c2cc3c(Cl)nc4ccccc4c3s2)cc1 | -0.6 | -15 | -3 | -9 | 33 | -33 | 8 | -2 | -11 | -7
Cc1ccc2nc(NC(=O)/C=C/c3ccc4c(c3)OCO4)sc2c1 | 0.1 | 8 | -1 | 0 | 41 | -41 | 11 | 0 | -15 | -25
CC(C)CNC(=O)C(=O)N/N=C/c1cccs1 | -3.2 | 7 | -1 | 2 | 2 | -2 | 7 | -4 | -8 | -4
CCC(=O)Oc1c(S(=O)(=O)c2ccc(C)cc2)c(C)nn1C(C)(C)C | 0.3 | 6 | -3 | -1 | 10 | -10 | -8 | -3 | -19 | 3
CCN(CC(=O)Nc1ccccc1OC)C(=O)c1ccccc1Sc1ccccc1C#N | 0.3 | -9 | -6 | 1 | 10 | -10 | -7 | 0 | -3 | -12
CCN(CC)c1ccc(S(=O)(=O)N2CCOCC2)cc1NC(=O)COC(=O)c1ccco1 | -0.6 | -6 | 0 | -2 | -18 | 18 | -13 | -2 | -18 | -3
CC1(N(O)C=C2C=CC(=O)C=C2)CCCCC1=O (centres undefined) | 0.9 | 3 | 0 | 0 | x | x | 12 | -4 | 1 | 0
N#C/C(=C\c1ccc(Cl)cc1)c1nc(-c2ccco2)cs1 | -0.3 | 12 | -3 | -3 | 4 | -4 | -5 | -1 | 4 | -11
CCOc1ccc(N=Nc2c(=O)[nH]n3c(=O)c4c([nH]c23)CCCC4)cc1 | -1.5 | 19 | -6 | 10 | -34 | 34 | 11 | x | 8 | 13
COc1cccc(C(=O)NCC(=O)N/N=C/c2c(C)[nH]c3ccccc23)c1 | -1.0 | -3 | -4 | 4 | 22 | -22 | 31 | 3 | 10 | 2
COC(C/C=C/C(=O)[C@H](C)OCc1ccccc1)OC | -0.2 | -13 | -6 | -1 | -6 | 6 | 6 | x | 5 | -6
O=C(O)CCCCCNS(=O)(=O)c1cccc2c1C(=O)c1ccccc1C2=O | 1.3 | 8 | -1 | 1 | -10 | 10 | 12 | 14 | -1 | -5
CC(O)(c1cccs1)C(C(=O)O)c1ccccc1 (centres undefined) | -1.6 | -22 | -4 | -4 | 0 | 0 | -8 | 0 | -9 | -3

Compound activity from PubChem BioAssay.
